Screens deposited in PubChem BioAssay by National Center for Advancing Translational Sciences (NCATS).
aSyn rescue: inhibitors of alpha-synuclein toxicity in yeast | Yeast expressing alpha-synuclein, growth rescue, BacTiter-Glo, 24 h | Potency, µM (doses to about 46.1 µM), without a hit: at the top dose growth rescue (activation), actives largely listed as activators | 370,000 compounds, 0.14% hits | AID 652106; further: potency means the concentration at half of the fitted maximal effect; % of control where 0% means no effect; nearly all actives have a fitted effect of over 65% in size
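Rescue of yeast growth: cells expressing toxic alpha-synuclein, induced in galactose at OD600 0.02, incubated with compound 24 h at 30 C. ATP luminescence quantified growth; inhibitors of toxicity appear as activators.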
D3 antag: blocks the human D3 dopamine receptor. max response, negative = inhibition, %. P35462. 360,000 compounds, 2.5% hits. D3R cells, DiscoveRx beta-arrestin luminescence, antagonist mode; hits give low values. AID 652054; in the data active means max response below about -50%; inconclusive means no clear call, values can overlap the other calls; further: on the % scale 0 is the no-effect control and ±100 the full control effect; mostly tested at two doses, the higher about 12 µM
Target sequence (P35462 whole entry, looked up): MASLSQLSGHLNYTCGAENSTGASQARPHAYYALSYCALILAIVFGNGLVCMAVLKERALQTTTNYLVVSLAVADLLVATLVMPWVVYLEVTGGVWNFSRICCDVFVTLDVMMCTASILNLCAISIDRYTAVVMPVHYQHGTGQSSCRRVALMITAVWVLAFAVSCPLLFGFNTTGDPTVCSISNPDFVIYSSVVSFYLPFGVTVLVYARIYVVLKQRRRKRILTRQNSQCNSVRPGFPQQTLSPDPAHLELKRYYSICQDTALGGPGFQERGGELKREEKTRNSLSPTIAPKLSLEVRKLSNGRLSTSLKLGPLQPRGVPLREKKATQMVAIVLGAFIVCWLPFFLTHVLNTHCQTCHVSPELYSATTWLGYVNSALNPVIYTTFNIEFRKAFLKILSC
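Cells plated overnight at 1500 cells/well, then exposed to library compounds with dopamine controls for 90 minutes at 37 degrees C. DiscoveRx reagent added for 30–60 minutes at room temperature; luminescence read, quantitative HTS format.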
Abeta rescue: A-beta toxicity reversal in yeast; yeast expressing A-beta42, growth rescue, OD600, 48 h; response scale: 0% DMSO, 100% iron-clioquinol control; Potency, µM (highest dose often 46.1 µM), for inactives: at the top dose growth rescue, usual class: activators; 410,000 compounds, 0.063% hits; further: potency means the concentration at half of the fitted maximal effect; nearly all actives have a fitted effect of over 55% in size
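Growth rescue measured by 600 nm absorbance after 48 h yeast culture at 30 C with compound. Values normalized between DMSO and an equimolar ferric chloride plus clioquinol control.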
PTHR1 agonist: PTHR1 (human) receptor agonism; HEK293 GP2 PTHR1 cells, GloSensor cAMP luminescence, 1 h; 410,000 compounds, 0.075% hits; Potency, µM (doses to about 115 µM), for inactives: at the highest dose activation, hits mostly activators; further: potency means the concentration at half of the fitted maximal effect; nearly all actives have a fitted effect of over 55% in size; some results filed as inactive show a strong effect at the top dose; inactives centre near -15; many of its hits are not listed in these tables
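HEK-293-derived GP2 cells expressing PTHR1 and a GloSensor cAMP reporter, 3,000/well, plated overnight, given luciferin plus IBMX (each 0.5 mM as added) for 1 h at 37 °C, then compound for 1 h at 37 °C. Luminescence was read after 15 min at room temperature.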
FUS suppressor: rescues growth of FUS-expressing yeast | S. cerevisiae FUS-expressing, growth rescue, OD600, 24 h | Potency, µM (doses to about 76.6 µM), without a hit: at the top dose growth rescue (activation), usual class: activators | AID 1347120 | 390,000 compounds, 0.24% hits;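 further: potency means the concentration at half of the fitted maximal effect; plate controls were DMSO vehicle for no effect and reference control for full effect; nearly all actives have a fitted effect of over 55% in size; some results filed as inactive show a strong effect at the top dose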
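Compound concentration series was pinned onto galactose-induced FUS-expressing yeast seeded at OD 0.005. Plates sat 24hr at 30C; absorbance at 600 nm gave growth. DMSO served as background control.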
Akt phos inh: blocks phosphorylation of Akt; Neuro2A IGF-stimulated pAkt S473 HTRF, 20 min; hits give low values; AID 651550; activity change, % for hits at 50 µM; 360,000 compounds, 0.32% hits; in the data active means activity change below about -80%; inconclusive means mostly about -51% to -80%; further: on the % scale 0 is the no-effect control and ±100 the full control effect
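Single-point screen (50 µM final compound) in Neuro2A cells stimulated 20 min with 6 nM IGF at 37 deg C. After lysis, Ser473-phosphorylated Akt read by HTRF (ex 330 nm, em 615/665 nm) as the 665/615 ratio.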
TDP-43 yeast inh: inhibitors of TDP-43 toxicity in yeast. AID 652104. TDP-43 expressing yeast growth rescue, BacTiter-Glo, 24 h. Potency, µM (titrated, usually from 46.1 µM), for the others: at the top dose growth rescue (activation), actives largely listed as activators. 410,000 compounds, 1.8% hits; further: potency means the concentration at half of the fitted maximal effect; % of control where 0% means no effect; nearly all actives have a fitted effect of over 50% in size
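Readout is BacTiter-Glo luminescence of cell growth, so inhibitors register as activators. TDP-43-expressing yeast at OD600=0.02 in galactose medium, after raffinose pregrowth to mid-log, were incubated with compound for 24 hr at 30 deg C.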
GLP1R inv ag: inverse agonists of human GLP-1 receptor | HEK293 GLP-1R CRE-luciferase, luminescence, 24 h; GLP-1R form is constitutively active | Potency, µM (titrated, usually from 38.3 µM), without a hit: at the top dose activity change, negative = inhibition, usual class: inhibitors | 410,000 compounds, 1.6% hits | AID 624417; further: potency means the concentration at half of the fitted maximal effect; on the % scale 0 is the no-effect control and ±100 the full control effect; nearly all actives have a fitted effect of over 55% in size
Target sequence (P43220 whole entry, looked up): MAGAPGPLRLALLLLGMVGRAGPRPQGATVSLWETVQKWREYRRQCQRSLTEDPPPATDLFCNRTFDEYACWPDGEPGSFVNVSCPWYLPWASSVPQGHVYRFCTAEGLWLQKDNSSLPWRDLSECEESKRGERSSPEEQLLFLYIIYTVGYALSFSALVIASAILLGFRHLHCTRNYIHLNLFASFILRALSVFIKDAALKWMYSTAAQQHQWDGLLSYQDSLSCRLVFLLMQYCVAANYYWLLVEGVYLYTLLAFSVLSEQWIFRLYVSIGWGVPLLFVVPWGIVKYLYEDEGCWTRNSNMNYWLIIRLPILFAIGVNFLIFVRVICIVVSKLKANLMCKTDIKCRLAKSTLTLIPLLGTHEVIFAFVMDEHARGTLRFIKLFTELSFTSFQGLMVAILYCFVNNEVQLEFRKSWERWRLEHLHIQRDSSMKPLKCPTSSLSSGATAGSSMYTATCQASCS
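Stable HEK293 clone (constitutively active GLP-1R + cAMP-response luciferase); 200 cells/uL plated, 12 h pre-culture, compound 24 hr, 37 deg C/5% CO2; detection reagent 12 min RT; luminescence.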
GLP-1R agonist: GLP-1 receptor (human) agonism; P43220; Potency, µM (titrated, usually from 45.6 µM), without a hit: top-dose activation, hits mostly activators; 380,000 compounds, 0.007% hits; AID 624172; HEK293 GLP-1R CRE-luciferase, luminescence, 4-6 h; cells express a hypersensitive GLP-1R form; further: potency means the concentration at half of the fitted maximal effect; % of control where 0% means no effect
* hit, by the source's call; i = inactive; ? = inconclusive; nt = not tested or not shown; [ ] = another dose, or the depositor's remark. Unless noted, the call rests on the fitted dose curve; in most records, active means well fitted curve in the direction sought with a large enough effect; inconclusive means small, poorly fitted or top-dose-only effect, or another doubt; inactive means no such curve, though single readings can be large; an effect the other way counts as inactive or inconclusive. This is a subset; the hit share may differ from the screen's.

[1] CCCC(=O)NC(=S)Nc1cccc(NC(=O)c2ccccc2)c1
[2] COCCNS(=O)(=O)c1cc2[nH]c3c(c2cc1C)C(=O)CC(C)(C)C3
[3] O=C(NC1(C(F)(F)F)NC(=O)N(Cc2cccnc2)C1=O)c1cccs1 (stereo unspecified)
[4] CCOc1ccccc1NC(=O)C(OC(=O)c1ccc(NC(=O)CC#N)cc1)c1ccccc1 (stereo unspecified)
[5] Cc1ccc(NC(=O)Cn2nnc(C(=O)NCc3ccc4c(c3)OCO4)c2N)cc1Cl
[6] Cc1ccccc1-c1nc2cc(NC(=O)COc3ccc(F)cc3)ccc2o1
[7] COc1ccc(S(=O)(=O)N2CCC[C@H]2C(=O)N2CCC[C@H]2C(=O)NCc2ccc(F)cc2F)cc1C
[8] COc1ccc(NC(=O)c2cnn3c(C(F)(F)F)cc(-c4ccco4)nc23)cc1OC
[9] COc1ccc(NC(=O)CSc2nc(=O)n(CCN(C)C)c3c2CCCC3)cc1
[10] Cc1ccc(-n2c(=O)c3ccccc3n(CC(=O)Nc3cccc(C(F)(F)F)c3)c2=O)cc1
Compound,1,2,3,4,5,6,7,8,9,10
aSyn rescue,3.7%,-3.0%,?,-1.4%,nt,nt,1.8%,-4.8%,0.4%,nt
D3 antag,-12.6,-5.1,9.5,4.1,nt,nt,5.1,?,-4.0,nt
Abeta rescue,7.6%,5.0%,-3.2%,7.0%,-11.5%,-2.6%,-5.3%,15.4%,10.4%,6.0%
PTHR1 agonist,i,i,i,i,-33.4%[inhibitor],-21.9%,i,i,i,-37.0%[inhibitor]
FUS suppressor,8.6%,23.8%,7.8%,39.9%,-16.1%,-7.1%,26.1%,-24.2%,14.2%,?
Akt phos inh,i,i,i,i,nt,nt,i,i,i,nt
TDP-43 yeast inh,-11.5%,-15.6%,7.7%,-5.8%,0.0%,23.8%,20.2%,-14.5%,6.8%,18.0%
GLP1R inv ag,?,?,-2.0%,?,-13.0%,13.0%,1.3%,17.3%,-15.5%,?
GLP-1R agonist,11.3%,15.3%,6.9%,11.1%,nt,nt,5.9%,-1.5%,16.1%,-9.2%

The last 2 compounds of the section before are carried over, then new ones follow:
[9] COc1ccc(NC(=O)CSc2nc(=O)n(CCN(C)C)c3c2CCCC3)cc1
[10] Cc1ccc(-n2c(=O)c3ccccc3n(CC(=O)Nc3cccc(C(F)(F)F)c3)c2=O)cc1
[11] CCNC(=O)COC(=O)/C=C/c1cccc(F)c1
[12] CC(=O)c1c(COC(=O)c2cccnc2)nc2ccccc2[n+]1[O-]
[13] Cc1cc(-c2nc3cccnc3s2)ccc1NS(=O)(=O)c1cccs1
[14] COc1cccc(-c2nn(-c3ccccc3)cc2/C=C(/NC(=O)c2ccccc2)C(=O)O)c1
[15] N=c1n(CCCOc2ccccc2Cl)c2ccccc2n1CC(N)=O
[16] O=C(/C=C/c1ccccc1)Oc1cccc2cccnc12
[17] COc1cccc(NC(=O)C(c2ccccc2)N2CCN(c3ccccn3)CC2)c1 (stereo unspecified)
[18] COCCCNc1oc(/C=C/c2ccccc2)nc1C#N
[19] COc1cccc(N2CCN(C3CC(=O)N(c4ccc(Cl)c(Cl)c4)C3=O)CC2)c1 (stereo unspecified)
[20] CC(C)n1c(O)c(/C=C2\C=Nc3ccccc32)sc1=Nc1ccccc1
Compound,9,10,11,12,13,14,15,16,17,18,19,20
aSyn rescue,0.4%,nt,-2.2%,0.3%,0.7%,4.8%,2.4%,-5.0%,-0.8%,12.8%,2.9%,-6.6%
D3 antag,-4.0,nt,10.8,1.7,12.3,9.9,2.5,?,0.8,1.7,12.4,8.7
Abeta rescue,10.4%,6.0%,-14.1%,8.3%[9.22 µM],-4.4%,1.7%,-2.2%,-16.5%,-16.3%,-4.9%,-19.6%,12.6%
PTHR1 agonist,i,-37.0%[inhibitor],i,-4.7%,-11.1%,i,i,i,-4.6%,-14.5%,-19.8%,18.5%[57.5 µM]
FUS suppressor,14.2%,?,0.2%,-7.9%,5.4%,24.7%,11.6%,15.5%,14.5%,-10.8%,?,-3.8%
Akt phos inh,i,nt,i,i,i,i,i,i,i,i,i,i
TDP-43 yeast inh,6.8%,18.0%,-12.1%[0.397 µM],21.3%,0.0%,18.0%,-23.9%,17.9%,9.5%,13.1%,?,-3.5%
GLP1R inv ag,-15.5%,?,2.0%,-0.4%,12.7%,44.0%[activator],?,?,?,2.3%,-20.9%,-16.9%
GLP-1R agonist,16.1%,-9.2%,9.5%,-14.1%,3.5%,-1.2%,10.9%,0.3%,7.7%,22.9%,1.1%,-0.3%

[21] COC(=O)CSc1nnc(-c2ccc(S(=O)(=O)N3CCCC3)cc2)n1C
[22] O=c1ccc2cc(S(=O)(=O)Nc3ccc(F)c(Cl)c3)ccc2[nH]1
[23] CC(C)(C)c1cc(CN2CCCC(O)C2)c(O)c(C(C)(C)C)c1 (stereo unspecified)
[24] CC(C)CNC(=O)C1C(=O)Nc2ccccc2C(=O)N1C(C)(C)C (stereo unspecified)
[25] CCOc1ccc(NC(=O)CSc2nnc(-c3ccccn3)n2N)cc1
[26] CC(Oc1ccccc1)C(=O)N1CCc2ccccc2C1 (stereo unspecified)
[27] COc1cc(OC)cc(-n2c(=O)c3sccc3n(Cc3cc(=O)n4c(C)cccc4n3)c2=O)c1
[28] CC(=O)C1C(C)CC2C3CCC4CC(=O)CCC4(C)C3CCC21C (stereo unspecified)
[29] CCOc1cc2[nH]c(=O)n(CC3CCC(C(=O)NCCCOC)CC3)c(=O)c2cc1OCC (stereo unspecified)
[30] CC1CCCCN1CCCNC(=O)c1ccc2nc(N3CCCCC3)sc2c1 (stereo unspecified)
Compound,21,22,23,24,25,26,27,28,29,30
aSyn rescue,1.5%,-0.1%,3.6%,0.0%,-15.9%,6.3%,nt,0.2%,7.8%,-0.1%
D3 antag,-19.8,nt,19.3,4.6,18.6,-8.3,nt,22.2,23.9,0.0
Abeta rescue,8.2%,-5.8%,5.7%,-10.1%,5.2%,21.3%,1.7%,-23.5%,-3.0%,1.9%
PTHR1 agonist,i,-44.2%,i,i,i,-31.4%,0.5%,i,i,-22.8%
FUS suppressor,12.9%,-6.9%,26.5%,-12.6%,20.2%,-24.8%,5.6%,6.8%,27.3%,-9.7%
Akt phos inh,i,nt,nt,i,i,i,nt,i,i,i
TDP-43 yeast inh,-23.3%,0.0%,-10.6%,6.4%,11.7%,22.0%,5.4%,-14.2%,6.5%,22.2%
GLP1R inv ag,5.5%,13.0%,?,17.9%,0.7%,-9.5%,2.0%,-6.6%,1.5%,?
GLP-1R agonist,-4.6%,0.9%,-14.1%,nt,1.5%,3.0%,nt,3.1%,1.2%,-5.6%

Shown bar-delimited: 3 of the compounds above.
item | SMILES | aSyn rescue | D3 antag | Abeta rescue | PTHR1 agonist | FUS suppressor | Akt phos inh | TDP-43 yeast inh | GLP1R inv ag | GLP-1R agonist
22 | O=c1ccc2cc(S(=O)(=O)Nc3ccc(F)c(Cl)c3)ccc2[nH]1 | -0.1% | nt | -5.8% | -44.2% | -6.9% | nt | 0.0% | 13.0% | 0.9%
23 | CC(C)(C)c1cc(CN2CCCC(O)C2)c(O)c(C(C)(C)C)c1 (stereo unspecified) | 3.6% | 19.3 | 5.7% | i | 26.5% | nt | -10.6% | ? | -14.1%
24 | CC(C)CNC(=O)C1C(=O)Nc2ccccc2C(=O)N1C(C)(C)C (stereo unspecified) | 0.0% | 4.6 | -10.1% | i | -12.6% | i | 6.4% | 17.9% | nt

Next section
[31] CCOc1ccccc1C(=O)Nc1cc2c(cc1N1CCCCC1)n(C)c(=O)n2C
[32] CCCCc1c(C(=O)O)cc(OC)cc1C(=O)O
[33] CCCn1nc(NC(=O)c2ccco2)c2cc3cc(C)ccc3nc21
[34] O=C(Oc1cccc(C(=S)N2CCOCC2)c1)c1cccc([N+](=O)[O-])c1
[35] CCNC(=S)NNC(=O)CSc1nc2ccccc2n1C
[36] CCN(CC)c1ccc(NC(=O)CCNC(=O)c2ccco2)cc1
[37] COc1cc2c(cc1OC)C(c1cc3cc(OC)c(OC)cc3[nH]c1=O)N(C(=O)C1CC1)CC2 (stereo unspecified)
[38] Cc1ccccc1C1N=C2Oc3ccccc3C=C2C(=O)N1 (stereo unspecified)
[39] O=C(NCc1ccco1)c1ccccc1NS(=O)(=O)c1ccc(Br)s1
[40] O=C(OCc1cc(=O)n2nc(-c3cccs3)sc2n1)c1ccccc1
[41] Cc1nn(-c2ccc(N3CCCCC3)nn2)c(C)c1CCC(=O)Nc1ccc(F)cc1F
Compound,31,32,33,34,35,36,37,38,39,40,41
aSyn rescue,nt,-2.4%,-16.0%,4.2%,2.0%,-5.0%,-0.5%,0.9%,-24.4%,nt,nt
D3 antag,nt,-7.8,38.6,-3.3,-13.7,7.6,17.6,26.8,?,nt,nt
Abeta rescue,-22.1%,-6.0%,-2.3%,-7.7%,-17.4%,-0.7%,3.5%,-17.0%,-7.7%,-4.2%,18.1%
PTHR1 agonist,i,i,i,i,-3.5%,i,i,-13.3%,-27.6%,i,-53.9%[inhibitor]
FUS suppressor,13.1%,5.2%,-0.2%,11.5%,-13.0%,-6.1%,23.8%,-6.3%,19.7%,19.2%,30.7%
Akt phos inh,nt,i,i,i,i,i,i,i,i,nt,nt
TDP-43 yeast inh,31.6µM*,5.1%,25.0%,15.1%,13.0%,15.9%,-21.7%,-5.1%,?,14.4%,-13.1%
GLP1R inv ag,-10.8%,0.0%,2.8%,20.2%,-5.0%,-19.9%,34.3%,?,-29.5%,11.2%,?
GLP-1R agonist,nt,-5.9%,2.6%,-2.1%,-1.9%,3.1%,9.7%,-3.0%,-1.2%,nt,nt
